# Screens: PubChem, several laboratories
# CIT2 TOR yeast – modulators of CIT2-GFP expression in yeast, primary screen, S. cerevisiae, GFP fusion, multiplex flow cytometry, MLPCN library; GFP response vs DMSO, % at 10 µM; S. cerevisiae CIT2-GFP strain, 3 h; 100 means same as DMSO wells; AID 2029, 2009; 320,000 tested, 0.065% active;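 active = GFP response relative to DMSO above a set limit, near the screen mean plus 3 SD, cut at about 150% in these data; inconclusive = Fewer than 70 cells measured for a yeast strain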;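 note: ratio of well median GFP fluorescence to mean of DMSO wells on the plate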
# MEX-5 binding – MEX-5 zinc finger RNA-binding disruptors – biochemical, C. elegans, fluorescence polarization, MLPCN library, primary screen; Zinc finger protein mex-5 (Caenorhabditis elegans), Q9XUB2; 300,000 tested, 0.38% active; MEX-5/FITC-TCR2 RNA binding; active compounds read low; AID 1832, 2009; activity score (negative = inhibition of binding), % at 10 µM;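 active = inhibition past about -25% in most replicates, and total fluorescence under double the plate's negative control median, limit read from the data; inconclusive = replicates evenly split on the limit, or fluorescence at least double controls; inactive = too little inhibition in most replicates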;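 note: 0% = DMSO and -100% = 5 µM competing unlabeled TCR2 RNA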
# Target sequence (Q9XUB2 whole entry, looked up): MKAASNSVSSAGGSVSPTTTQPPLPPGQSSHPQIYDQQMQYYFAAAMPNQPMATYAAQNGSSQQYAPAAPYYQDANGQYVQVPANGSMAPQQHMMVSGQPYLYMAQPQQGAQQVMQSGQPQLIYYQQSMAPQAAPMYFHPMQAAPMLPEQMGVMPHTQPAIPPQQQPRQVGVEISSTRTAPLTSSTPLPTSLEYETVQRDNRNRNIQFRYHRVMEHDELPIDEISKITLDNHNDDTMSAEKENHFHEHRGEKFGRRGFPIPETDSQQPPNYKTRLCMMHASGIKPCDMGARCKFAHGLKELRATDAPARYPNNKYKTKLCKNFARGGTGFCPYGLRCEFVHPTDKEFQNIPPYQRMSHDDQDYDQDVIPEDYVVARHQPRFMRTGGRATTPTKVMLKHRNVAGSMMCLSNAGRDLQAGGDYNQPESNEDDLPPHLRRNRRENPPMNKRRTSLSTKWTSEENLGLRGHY
# Fam108B inh – mouse Fam108B serine hydrolase inhibitors, primary screen, counter-screen for RBBP9 inhibitor project, biochemical, fluorescence polarization | recombinant Fam108B, FP-Rh probe fluorescence polarization | inhibition, % at 9.51 µM | 300,000 tested, 0.33% active;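 active = inhibition above the screen mean inhibition plus 3 SD, computed separately per campaign, cut at about 18% in these data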;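 note: inhibitors lower polarization as less probe binds the enzyme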
# MCL1-BIM inh – inhibitors of MCL1 binding to BIM-BH3, primary screen, biochemical, fluorescence polarization | Induced myeloid leukemia cell differentiation protein Mcl-1 (Homo sapiens), Q07820 | GST-MCL1 / FITC-Bim-BH3 fluorescence polarization | inhibition, % at 10.9 µM | 320,000 tested, 0.68% active | AID 2057, 2009;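 active = inhibition above the mean inhibition of all tested compounds plus 3 SD, set per campaign, cut at about 40% in these data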;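 note: 0% = DMSO wells and 100% = unlabeled Bim-BH3 peptide control; higher means more loss of mP so more displacement of Bim peptide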
# VLA-4 inh – inhibition in human VLA-4 binding assay, primary screen, VLA-4 allosteric modulator project, MLPCN library, flow cytometry, VLA-4 expressing cells | ligand binding flow cytometry | inhibition, % (about 7 µM as worked out from the volumes in the protocol) | 330,000 tested, 0.2% active | AID 2557, 2010; in the data active = inhibition above about 50%
# AGP1 TOR yeast – modulators of AGP1-GFP expression in yeast TOR pathway, primary screen, cell-based, multiplex flow cytometry, S. cerevisiae, MLPCN library. 3 h; GFP as percent of DMSO wells. GFP response vs DMSO, % at 10 µM. 320,000 tested, 0.02% active;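 active = GFP response relative to DMSO above a set limit, near screen average plus 3 SD, cut at about 150% in these data; inconclusive = fewer than 70 cells counted for the yeast strain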;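 note: median GFP channel fluorescence of the gated AGP1 strain per well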
# GLD-1 TGE inh – GLD-1/TGE RNA complex disruptors, primary screen, biochemical, fluorescence polarization. Female germline-specific tumor suppressor gld-1 (Caenorhabditis elegans), Q17339. purified GLD-1 + fluorescein TGE RNA. inhibition, % at 5.96 µM. 320,000 tested, 0.44% active;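 active = percent inhibition above a per-plate cutoff, the plate mean of test compounds plus 3 SD, cut at about 30% in these data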;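 note: 0% = DMSO wells with GLD-1 and probe and 100% = wells lacking GLD-1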
# Target sequence (Q17339 whole entry, looked up): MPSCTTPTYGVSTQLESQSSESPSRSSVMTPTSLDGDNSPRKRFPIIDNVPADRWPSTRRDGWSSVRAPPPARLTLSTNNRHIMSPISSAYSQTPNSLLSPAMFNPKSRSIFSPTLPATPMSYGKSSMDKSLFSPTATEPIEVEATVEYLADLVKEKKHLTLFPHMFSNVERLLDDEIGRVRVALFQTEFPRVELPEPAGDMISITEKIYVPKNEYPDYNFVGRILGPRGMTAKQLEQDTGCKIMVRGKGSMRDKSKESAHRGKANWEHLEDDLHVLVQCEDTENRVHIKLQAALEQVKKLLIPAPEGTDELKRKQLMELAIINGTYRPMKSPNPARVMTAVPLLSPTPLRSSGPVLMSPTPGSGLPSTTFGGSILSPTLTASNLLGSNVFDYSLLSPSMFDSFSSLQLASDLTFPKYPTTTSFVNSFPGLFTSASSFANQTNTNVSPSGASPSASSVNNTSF
# GRK2 aptamer HTS – compounds blocking aptamer binding on GRK2 – biochemical, human GRK2, bead flow cytometry, HTS, primary screen | Beta-adrenergic receptor kinase 1 (Homo sapiens), P25098 | AID 488847, 2010 | FAM-aptamer displacement from GRK2 | inhibition of aptamer binding, % at 10 µM | 330,000 tested, 0.59% active;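 active = inhibition of aptamer binding above 40%, roughly 3 SD of noise, on plates passing a quality check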;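 note: median bead fluorescence of bound FAM aptamer so fluorescent compounds give negative values; no value below 0 was filed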
# BCLXL inh – inhibitors of human Bcl-xL, primary screen, biochemical, fluorescence polarization, HTS; inhibition, % at 10.9 µM; GST-Bcl-xL / FITC-Bim BH3 peptide fluorescence polarization; AID 2129, 2009; 320,000 tested, 0.7% active;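 active = inhibition above the mean of all tested compounds plus 3 SD, cutoff set per campaign, cut at about 30% in these data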;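 note: 0% = DMSO wells and 100% = unlabeled Bim-BH3 peptide competitor; inhibitors lower millipolarization by displacing the labeled peptide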
# Active calls of the source: *; ? = inconclusive; nt = not tested or not shown.
SMILES,CIT2 TOR yeast,MEX-5 binding,Fam108B inh,MCL1-BIM inh,VLA-4 inh,AGP1 TOR yeast,GLD-1 TGE inh,GRK2 aptamer HTS,BCLXL inh
O=C(Nc1ccc2c(c1)OCO2)c1c(Cl)nc2sccn12,98,-0.1,2,22,0,96,6,0,3
CCc1ccccc1NC(=O)CN(C)C(=O)c1cccc(S(=O)(=O)N2CCCCCC2)c1,98,nt,nt,0,7,100,9,2,3
CCn1ncc(CN2CCCC(C(=O)c3cccc(OC(C)C)c3)C2)c1C (centres undefined),103,-1.6,-2,6,-4,107,3,0,5
OCCCNc1nc(-c2ccccc2)nc2c1oc1ccccc12,89,-0.3,-4,-5,-1,88,3,0,5
CCOc1cc(/C=N\Nc2nc(Nc3ccccc3)nc(N3CCOCC3)n2)ccc1OC(=O)c1ccco1,104,-1.0,-29,5,6,88,4,2,2
COc1ccc(NC(=O)c2cc(S(=O)(=O)N3CCc4ccccc43)cn2C)cc1OC,98,-3.0,5,3,-16,95,3,0,6
C/C(CC(C)C)=N/Nc1ccc([N+](=O)[O-])cc1[N+](=O)[O-],94,-1.8,-3,-1,-3,97,0,0,2
Cc1ccc(Cl)cc1NC1=C/C(=N\S(=O)(=O)c2cccs2)c2ccccc2C1=O,96,2.6,24*,5,17,96,6,0,4
COc1ccccc1N1CCN(C(=O)C2CCN(S(=O)(=O)c3ccc4c(c3)CC(C)N4C(=O)C3CC3)CC2)CC1 (centres undefined),109,-1.4,4,-3,-7,104,5,0,7
CN(Cc1ccccc1)C(=O)C1CCCN(c2ncnc3c2nc2n3CCCCC2)C1 (centres undefined),97,2.9,-4,-2,-3,92,-4,0,-1
COc1ccccc1C(=O)Nc1ccc(C(=O)O)cc1,100,-0.2,1,1,14,100,-1,4,6
CC(C)(C)c1csc(NC(=O)Cc2cccs2)n1,96,1.9,0,6,8,101,-9,3,1
COc1ccc(CCNC(=O)CCn2c(=O)oc3ccccc32)cc1OC,94,1.2,-1,11,-3,103,8,5,5
CC(=O)c1ccc(NC(=O)CS(=O)(=O)c2cn(CC(=O)N3CCOCC3)c3ccccc23)cc1,104,-1.3,3,4,-12,100,3,2,2
C=CCn1c(C(c2ccccc2)c2ccccc2)n[nH]c1=S,95,4.2,-2,-16,8,104,3,6,-17
Cc1cccc(C)c1NC(=O)CS(=O)CC(=O)NC1CCCc2ccccc21 (centres undefined),101,nt,0,-5,21,101,-4,3,-2
CC1CCC2(CC1)NC(=O)N(CC(=O)NCCc1ccccc1)C2=O (centres undefined),100,nt,nt,nt,27,96,-9,4,nt
COc1ccccc1C(=O)NC(=O)CSc1nc(C)cs1,90,0.3,-4,0,4,100,10,0,3
CCn1c(C)cc(/C=C2/SC(=S)N(CC(=O)O)C2=O)c1C,114,21,-1,-41,14,99,-69,3,-25
O=C(NC(=S)Nc1ccc2ncccc2c1)c1ccccc1,95,-0.1,0,0,16,98,5,33,3

# The closing 2 compounds of the part before lead into the next.
SMILES,CIT2 TOR yeast,MEX-5 binding,Fam108B inh,MCL1-BIM inh,VLA-4 inh,AGP1 TOR yeast,GLD-1 TGE inh,GRK2 aptamer HTS,BCLXL inh
CCn1c(C)cc(/C=C2/SC(=S)N(CC(=O)O)C2=O)c1C,114,21,-1,-41,14,99,-69,3,-25
O=C(NC(=S)Nc1ccc2ncccc2c1)c1ccccc1,95,-0.1,0,0,16,98,5,33,3
O=C(NC1=NCCS1)NC12CC3CC(CC(C3)C1)C2,103,0.0,2,6,13,102,6,0,3
Cc1ccc2c(c1)C1C[N+](C)(CC(=O)Nc3ccccc3Cl)CCC1N2C(=O)c1ccccc1Cl (centres undefined),107,nt,nt,nt,3,100,0,0,nt
O=C(N/N=C/c1cccnc1)c1cccc(N2CCCC2=O)c1,96,-1.5,-1,-2,-17,96,-9,1,-1
CCOC(=O)[C@@H]1[C@H]2COc3ccccc3[C@H]2N2C(=O)N(c3ccc(C(F)(F)F)cc3)C(=O)[C@]12C,87,-0.2,-10,2,4,87,1,0,-1
COC(=O)CN1C(C)=Nc2ccc(C)cc2C1c1ccccc1 (centres undefined),98,-2.0,4,5,12,99,1,2,2
O=C(Nc1nnc(C2=COCCO2)o1)c1ccc(S(=O)(=O)N2CCCCC2)cc1,112,-2.5,0,4,7,111,2,1,-2
Cc1cccc(C(=O)NC(C)C(c2cccs2)N2CCOCC2)c1 (centres undefined),96,-0.6,-4,3,0,101,2,2,0
Cc1cc(C)cc(CC2CC(=O)N(c3cc(C)ccc3C)C2=O)c1 (centres undefined),101,2.9,nt,nt,-4,100,nt,2,nt
CCOc1ccc(C(=O)NCC(C)CN(C)C)cc1OCC (centres undefined),90,-1.0,0,5,0,92,3,0,2
O=C(NCc1ccco1)c1ccc(F)c(S(=O)(=O)N2CCCCC2)c1,97,-2.9,1,5,-17,100,1,4,4
Cc1cc(=O)[nH]c(SCC(=O)Nc2ccccc2[N+](=O)[O-])n1,96,0.7,1,-1,-1,101,-2,1,4
CCOC(=O)c1sc2nc(-c3ccccc3)ccc2c1N,92,-3.9,3,-8,5,87,-5,0,-4
O=S(=O)(c1ccc(Sc2nnc3ccccn23)nc1)N1CCOCC1,nt,3.5,-5,1,9,99,-7,0,1
CC(=O)C[C@@H](O)CC(=O)[C@@H]1OC(=O)[C@H](C)CCCCc2ccccc21,99,nt,nt,nt,-2,107,4,3,nt
CCC1(c2ccccc2)NC(=O)N(CC(=O)Nc2cc(S(=O)(=O)N3CCCCC3)ccc2N(C)C)C1=O (centres undefined),100,-0.9,8,-1,-1,105,9,2,0
O=C(CSc1nc2[nH]ncc2c(=O)n1-c1ccccc1)N1CCCc2ccccc21,109,8.3,1,28,-6,102,10,0,22
CCCC1=C(C(=O)OCC)C(c2ccncc2)n2ncnc2N1 (centres undefined),?,-0.8,-3,1,4,?,1,0,3
O=C(NNC(=S)Nc1ccc(OC(F)F)cc1)c1cc2c(s1)CCCC2,97,0.9,5,12,18,98,1,0,5
C(#Cc1ccccc1)C[N+]1(CC#Cc2cccc3ccccc23)CCCC1,107,-1.2,0,6,0,96,2,0,8
O=C(Nc1cccc(Cl)c1)Nc1ccccc1-n1ccnc1,100,0.9,-3,7,9,101,6,2,4
Cc1ccc(/C=C/C(=O)Nc2cc(C)on2)cc1,81,-0.9,1,4,2,84,4,0,5
CCOc1ccccc1C(=O)NCCCCCC(=O)O,102,1.5,-1,3,10,102,4,1,4
CC(NC(=O)Cn1cc2c(n1)CCCCC2)c1ccccc1 (centres undefined),100,-2.0,-2,0,-4,108,-2,3,5
O=C(N/N=C/c1cc(Br)ccc1O)C(c1ccncc1)N1CCOCC1 (centres undefined),?,-4.4,9,17,5,?,3,1,3
O=C(O)c1c(-c2ccccc2)c2oc3ccccc3c2[nH]c1=O,111,1.6,5,6,-13,98,-1,5,5
COc1ccc(-c2cc(C(=O)NC3CCCC3)no2)cc1OC,115,3.6,-3,-1,1,108,5,1,-1
O=c1[nH]c(CSc2ncnc3sccc23)nc2ccccc12,87,-3.5,3,0,-1,94,0,0,2
CCCCCOc1ccc(NC(=O)C(=O)NCCCn2ccnc2)cc1,86,1.0,-4,9,7,84,-5,0,-17
COc1cc2c(C(=O)N3CCN(c4cccc(Cl)c4)CC3)cn(CC(C)C)c(=O)c2cc1OC,109,0.9,1,1,-5,101,-5,1,2

# An excerpt of these results, with values under each structure:
# Order of results: CIT2 TOR yeast, MEX-5 binding, Fam108B inh, MCL1-BIM inh, VLA-4 inh, AGP1 TOR yeast, GLD-1 TGE inh, GRK2 aptamer HTS, BCLXL inh
> CC(=O)C[C@@H](O)CC(=O)[C@@H]1OC(=O)[C@H](C)CCCCc2ccccc21
    99, nt, nt, nt, -2, 107, 4, 3, nt
> CCC1(c2ccccc2)NC(=O)N(CC(=O)Nc2cc(S(=O)(=O)N3CCCCC3)ccc2N(C)C)C1=O (centres undefined)
    100, -0.9, 8, -1, -1, 105, 9, 2, 0
> O=C(CSc1nc2[nH]ncc2c(=O)n1-c1ccccc1)N1CCCc2ccccc21
    109, 8.3, 1, 28, -6, 102, 10, 0, 22
> CCCC1=C(C(=O)OCC)C(c2ccncc2)n2ncnc2N1 (centres undefined)
    ?, -0.8, -3, 1, 4, ?, 1, 0, 3
> O=C(NNC(=S)Nc1ccc(OC(F)F)cc1)c1cc2c(s1)CCCC2
    97, 0.9, 5, 12, 18, 98, 1, 0, 5
> C(#Cc1ccccc1)C[N+]1(CC#Cc2cccc3ccccc23)CCCC1
    107, -1.2, 0, 6, 0, 96, 2, 0, 8
> O=C(Nc1cccc(Cl)c1)Nc1ccccc1-n1ccnc1
    100, 0.9, -3, 7, 9, 101, 6, 2, 4
> Cc1ccc(/C=C/C(=O)Nc2cc(C)on2)cc1
    81, -0.9, 1, 4, 2, 84, 4, 0, 5
> CCOc1ccccc1C(=O)NCCCCCC(=O)O
    102, 1.5, -1, 3, 10, 102, 4, 1, 4
> CC(NC(=O)Cn1cc2c(n1)CCCCC2)c1ccccc1 (centres undefined)
    100, -2.0, -2, 0, -4, 108, -2, 3, 5
> O=C(N/N=C/c1cc(Br)ccc1O)C(c1ccncc1)N1CCOCC1 (centres undefined)
    ?, -4.4, 9, 17, 5, ?, 3, 1, 3
> O=C(O)c1c(-c2ccccc2)c2oc3ccccc3c2[nH]c1=O
    111, 1.6, 5, 6, -13, 98, -1, 5, 5
> COc1ccc(-c2cc(C(=O)NC3CCCC3)no2)cc1OC
    115, 3.6, -3, -1, 1, 108, 5, 1, -1
> O=c1[nH]c(CSc2ncnc3sccc23)nc2ccccc12
    87, -3.5, 3, 0, -1, 94, 0, 0, 2
> CCCCCOc1ccc(NC(=O)C(=O)NCCCn2ccnc2)cc1
    86, 1.0, -4, 9, 7, 84, -5, 0, -17
> COc1cc2c(C(=O)N3CCN(c4cccc(Cl)c4)CC3)cn(CC(C)C)c(=O)c2cc1OC
    109, 0.9, 1, 1, -5, 101, -5, 1, 2
